Screens: PubChem, Broad Institute
E-selectin induc: E-selectin induction on HUVECs; AID 686992; 260,000 compounds, 0.37% hits; HUVEC E-selectin immunofluorescence imaging; normalized: neutral wells 0, TNF-alpha wells 100; activation, % at 7.58 µM; P16581;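 active means mean E-selectin-positive cell signal at least 10% of the positive control, reached in at least 60% of replicates, without over 20% cell loss; inconclusive means no rule given, readout overlaps actives, possibly toxicity-flagged; inactive means the rest, including those meeting only one limit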;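 further: in these data hits start at about 27%; measured in HUVEC primary endothelial cells; signal is the percent of cells scored E-selectin positive by PE staining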
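Test system: HUVEC; input: 3,000 HUVEC/well; measured by: immunofluorescence imaging; read-out: % PE-positive cells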
miR122 inh: blocks miR-122 activity in Huh7 sensor cells; Huh7 miR-122 Renilla luciferase sensor, 48 h; neutral wells = 0, positive control = 100; activation (reporter increase), % at 12.5 µM; 340,000 compounds, 0.3% hits; AID 602342;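 active means mean replicate activation score at least 90 and every replicate individually at or above 90; inconclusive means only one of the two criteria met; inactive means neither criterion met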;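 further: higher luciferase means less miR-122 activity so hits act as miR-122 inhibitors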
Cneo AK release: Cryptococcus neoformans lysis via adenylate kinase release | C. neoformans lysis, adenylate kinase release luminescence, 4 h; normalised: neutral wells 0, clomiphene wells 100 | lysis activity, % at 15 µM | 360,000 compounds, 0.2% hits;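 active means mean lysis activity across replicates of at least 80%, whatever share of replicates individually reach that level; inactive means mean lysis activity below 80%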
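Schedule: static 4 h at 37 °C with compound, 1 h detection; system: C. neoformans cells; benchmarks: Clomiphene as positive control; buffer or medium: fresh YPD medium; measure: luminescence rise reflecting yeast cell lysis; measured by: luminescent adenylate kinase detection reagent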
RAD52 inh: RAD52 (human) annealing inhibition; recombinant RAD52 DNA annealing, FRET fluorescence; inhibition, % at 18.7 µM; 360,000 compounds, 0.46% hits;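 active means every replicate showing at least 50% inhibition; inconclusive means mean inhibition at least 50% but not in every replicate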
ERAP1 HTS inh: blocks human ERAP1 aminopeptidase activity; Q9NZ08; 340,000 compounds, 0.15% hits; AID 652197; recombinant ERAP1, Leu-AMC fluorescence, 60 min; inhibition, % at 10.7 µM;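 active means mean replicate inhibition of at least 30%, or all replicates individually reaching that 30% level; inactive means mean below 30% and not every replicate reaching it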;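 further: 0% = neutral control wells and 100% = L-leucinethiol positive control wells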
Target sequence (Q9NZ08 whole entry, looked up): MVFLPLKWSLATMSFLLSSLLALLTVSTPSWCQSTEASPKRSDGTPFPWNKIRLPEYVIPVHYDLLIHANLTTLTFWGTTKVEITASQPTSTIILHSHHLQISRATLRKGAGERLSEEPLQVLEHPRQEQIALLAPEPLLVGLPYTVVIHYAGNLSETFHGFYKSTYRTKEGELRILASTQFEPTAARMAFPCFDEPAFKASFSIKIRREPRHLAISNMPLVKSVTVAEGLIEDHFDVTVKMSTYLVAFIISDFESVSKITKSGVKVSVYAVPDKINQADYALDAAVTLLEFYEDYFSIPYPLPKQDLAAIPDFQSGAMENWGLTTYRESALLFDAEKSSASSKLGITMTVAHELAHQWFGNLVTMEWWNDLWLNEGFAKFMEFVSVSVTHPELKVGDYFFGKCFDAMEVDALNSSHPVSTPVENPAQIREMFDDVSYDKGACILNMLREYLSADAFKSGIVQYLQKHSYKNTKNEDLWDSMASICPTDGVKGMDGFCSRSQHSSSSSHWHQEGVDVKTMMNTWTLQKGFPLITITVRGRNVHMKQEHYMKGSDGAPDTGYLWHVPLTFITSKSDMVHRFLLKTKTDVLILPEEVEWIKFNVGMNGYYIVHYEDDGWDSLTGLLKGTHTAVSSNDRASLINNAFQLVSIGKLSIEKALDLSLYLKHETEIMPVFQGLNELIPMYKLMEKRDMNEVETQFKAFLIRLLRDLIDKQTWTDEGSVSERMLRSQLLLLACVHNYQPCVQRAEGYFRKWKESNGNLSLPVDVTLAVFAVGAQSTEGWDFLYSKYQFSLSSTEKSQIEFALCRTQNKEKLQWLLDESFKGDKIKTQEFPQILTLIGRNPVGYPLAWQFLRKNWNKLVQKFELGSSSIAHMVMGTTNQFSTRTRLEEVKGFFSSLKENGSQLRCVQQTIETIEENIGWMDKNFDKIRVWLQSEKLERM
RAD54 branch: RAD54 (human) branch migration inhibition | RAD54 Holliday junction branch migration, FAM/BHQ fluorescence | AID 602329 | inhibition, % at 10.4 µM | 360,000 compounds, 0.14% hits;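 active means mean normalized replicate activity at least 40 and at least half of replicates scoring 40 or more; inconclusive means only one of the two criteria met; inactive means mean below 40 and under half of replicates reaching 40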;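 further: 0% = median of neutral control wells and 100% = median of positive control wells; inhibitors cause a drop in the FAM fluorescence signal; in these data hits start at about 50%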
PglD DTNB: blocks C. jejuni PglD acetyltransferase activity. 360,000 compounds, 0.098% hits. inhibition, % at 12.5 µM. purified PglD enzyme, DTNB colorimetric CoA detection. AID 602405; in the data active means inhibition above about 16%, passing the limit was not always enough; inconclusive means no clear call, values can overlap the other calls; further: strong numbers were not always called active
PGC1a acetyl inh: modulators of PGC1a acetylation; U2OS PGC1a acetylation, AlphaScreen anti-acetyl-lysine; with virally co-expressed GCN5 acetyltransferase; inhibition, % at 15.6 µM; 350,000 compounds, 0.17% hits;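 active means every replicate shows inhibition of at least 40%; inconclusive means mean inhibition at least 40% but some replicate below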;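 further: 0% = neutral control wells and 100% = positive control wells; some results beyond the cut were filed as inactive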
* marks the source's active call; other numbers are inactive results; [ ] = dose if it differs, or a comment.

`CC(C)NC(=O)N[C@H]1CC[C@H](CCNC(=O)C2CCOCC2)O[C@H]1CO` gave E-selectin induc -0.2, miR122 inh -9[16.7 µM], Cneo AK release 2, RAD52 inh 5, ERAP1 HTS inh 3, RAD54 branch -5, PglD DTNB -3 and PGC1a acetyl inh 4.
Screening COc1ccccc1NC(=O)N(C)C[C@H]1OCc2ccccc2-c2c(n(C)c3ccccc23)C(=O)N([C@H](C)CO)C[C@@H]1C returned E-selectin induc -0.5, Cneo AK release 1, RAD52 inh 18, ERAP1 HTS inh 3, RAD54 branch 5, PglD DTNB -5 and PGC1a acetyl inh -1.
`C[C@@H]1CN([C@H](C)CO)C(=O)Cc2cc(NS(=O)(=O)c3ccccc3)ccc2O[C@H]1CN(C)Cc1ccccc1` gave E-selectin induc -0.2, miR122 inh 41[16.7 µM], Cneo AK release 0, RAD52 inh 0, ERAP1 HTS inh 0, RAD54 branch 1, PglD DTNB -1 and PGC1a acetyl inh -2.
`COc1ccccc1NC(=O)c1ccc2c(c1)C(=O)N(Cc1ccco1)C2=O` gave E-selectin induc -1.1, miR122 inh 5, Cneo AK release 0, RAD52 inh -13, ERAP1 HTS inh -6, RAD54 branch -10 and PglD DTNB 2.
Screening CN1CCN(C(=O)C[C@H]2CC[C@@H]3[C@H](COC[C@@H](O)CN3C(=O)Nc3ccc4c(c3)OCO4)O2)CC1 returned E-selectin induc 0.1, miR122 inh 5[16.7 µM], Cneo AK release -1, RAD52 inh -13, ERAP1 HTS inh 3, RAD54 branch 11, PglD DTNB 4 and PGC1a acetyl inh -2.
Screening CN(C)C(=O)CCc1ccc2c3c([nH]c2c1)[C@]1(C)[C@@H](C(=O)N2CCCCC2)C[C@H](CC(=O)NCCN2CCOCC2)C(=O)N1CC3 returned miR122 inh 6, Cneo AK release 2, RAD52 inh -3, ERAP1 HTS inh -4, RAD54 branch -4, PglD DTNB 6 and PGC1a acetyl inh 13.
Screening N#Cc1c(NC(=O)C(=O)NCCCN2CCOCC2)sc2c1CCC2 returned miR122 inh -5, RAD52 inh -26, ERAP1 HTS inh 4 and PGC1a acetyl inh 4.
For O=C(CNC(=O)C1CCCCC1)NC1CCCCC1 the results were E-selectin induc inconclusive, miR122 inh -12, Cneo AK release 1, RAD52 inh -8, ERAP1 HTS inh -1, RAD54 branch 2, PglD DTNB 5 and PGC1a acetyl inh 10.
For COc1ccc(-c2nc[nH]c2[N+](=O)[O-])cc1 the results were E-selectin induc 1.7, RAD52 inh -29, ERAP1 HTS inh 0 and PGC1a acetyl inh 5.
CCCNC(=O)c1ccc2nc(-c3ccccc3)c(-c3ccccc3)nc2c1 was read as miR122 inh -4, Cneo AK release 0, RAD52 inh -10, ERAP1 HTS inh 2, RAD54 branch -2, PglD DTNB -2 and PGC1a acetyl inh -7.

The closing two compounds of the section above are carried over, then new ones follow:
For COc1ccc(-c2nc[nH]c2[N+](=O)[O-])cc1 the results were E-selectin induc 1.7, RAD52 inh -29, ERAP1 HTS inh 0 and PGC1a acetyl inh 5.
CCCNC(=O)c1ccc2nc(-c3ccccc3)c(-c3ccccc3)nc2c1 was read as miR122 inh -4, Cneo AK release 0, RAD52 inh -10, ERAP1 HTS inh 2, RAD54 branch -2, PglD DTNB -2 and PGC1a acetyl inh -7.
`CSc1cccc(NC(=O)C2CCCN2S(=O)(=O)c2ccc(Br)s2)c1` (configuration not stated) gave miR122 inh 16, Cneo AK release 1, RAD54 branch -13, PglD DTNB 2 and PGC1a acetyl inh -8.
Screening COc1cccc(NC(=O)CN(C)C(=O)Cc2c(C)nc3ccccc3c2C)c1 returned E-selectin induc -1.0, miR122 inh -3, Cneo AK release -3, RAD52 inh -8, ERAP1 HTS inh -1, RAD54 branch 7, PglD DTNB -5 and PGC1a acetyl inh 0.
For CN(C)c1ccc(CC(=O)N2CCCC(c3cc(C(=O)Nc4ccc(F)c(Cl)c4)no3)C2)cc1 (configuration not stated) the results were E-selectin induc 0.2, miR122 inh 0, Cneo AK release 0, RAD52 inh -21, ERAP1 HTS inh -3, RAD54 branch -4, PglD DTNB -2 and PGC1a acetyl inh -7.
Screening O=C(C1CCOCC1)N1C[C@@H]2[C@H](c3ccccc31)[C@H](CO)N2C(=O)c1ccccc1 returned E-selectin induc 0.8, miR122 inh 4[16.7 µM], Cneo AK release -5, RAD52 inh 3, ERAP1 HTS inh 2, RAD54 branch -1, PglD DTNB -1 and PGC1a acetyl inh 6.
For CCC1NC(=O)c2cc3ccccc3cc2-n2c1nc1ccc(F)cc1c2=O (configuration not stated) the results were E-selectin induc 0.1, miR122 inh 6, Cneo AK release 1, RAD52 inh -8, ERAP1 HTS inh 13, RAD54 branch 14 and PglD DTNB -5.
`O=c1cc(-c2ccccc2Cl)oc2c(NS(=O)(=O)c3ccccc3C(F)(F)F)ccc(O)c12` gave E-selectin induc -0.6, Cneo AK release -1, RAD52 inh -7, ERAP1 HTS inh -3, RAD54 branch 5 and PglD DTNB -3.
Screening N#Cc1nc(-c2ccc(OCc3ccc(Cl)cc3)cc2)oc1N1CCOCC1 returned miR122 inh 2, Cneo AK release -2, RAD52 inh 3, ERAP1 HTS inh 2, RAD54 branch -2, PglD DTNB -3 and PGC1a acetyl inh 2.
For O=C(Nc1ccccc1)[C@@H]1[C@@H](CO)[C@@H]2Cn3c(cccc3=O)[C@@H]2N1CC1CC1 the results were E-selectin induc -0.3, miR122 inh 2[16.7 µM], Cneo AK release 4, RAD52 inh 2, ERAP1 HTS inh 1, RAD54 branch -1 and PglD DTNB 2.
`CCCNC(=O)N1C[C@@H](O)COC[C@@H]2O[C@H](CC(=O)O)CC[C@H]21` gave E-selectin induc 0.0, miR122 inh -3[16.7 µM], Cneo AK release 0, RAD52 inh -8, ERAP1 HTS inh -1, RAD54 branch 6, PglD DTNB 0 and PGC1a acetyl inh 1.
`COc1cccc(S(=O)(=O)Nc2ccc3c(c2)[C@@H]2C[C@H](CC(=O)NCC(F)(F)F)O[C@@H](CO)[C@@H]2O3)c1` gave E-selectin induc -0.1, miR122 inh 2[16.7 µM], Cneo AK release -2, RAD52 inh -8, ERAP1 HTS inh -3, RAD54 branch -7, PglD DTNB 0 and PGC1a acetyl inh -5.
Screening CC(=O)NC(CC(=O)OCc1ccc([N+](=O)[O-])cc1)c1ccccc1 (configuration not stated) returned miR122 inh 1, Cneo AK release -1, RAD52 inh -12, ERAP1 HTS inh -2, RAD54 branch 9 and PglD DTNB 2.
`CC1CN(S(=O)(=O)c2ccc(C(=O)N(CCCN(C)C)c3nc4c(Cl)cccc4s3)cc2)CC(C)O1` (configuration not stated) gave Cneo AK release 0, RAD52 inh 12, ERAP1 HTS inh 0, RAD54 branch 17 and PglD DTNB -5.
COCCNC(=O)CN1C(=O)NC(c2ccccc2)(c2ccccc2)C1=O was read as E-selectin induc 0.2, miR122 inh 1, Cneo AK release 0, RAD52 inh -7, ERAP1 HTS inh 0, RAD54 branch 1 and PglD DTNB -4.
Screening O=C(CSc1nccc(=O)[nH]1)N1N=C2/C(=C/c3ccco3)CCCC2C1c1ccco1 (configuration not stated) returned miR122 inh -3, Cneo AK release 0, RAD52 inh -38, ERAP1 HTS inh 1, RAD54 branch -9 and PglD DTNB 3.
For Cc1ccc(NC(=O)CSc2sc3c(O)cc(=O)[nH]c3c2C#N)c(F)c1 the results were E-selectin induc 0.2, miR122 inh -5, Cneo AK release 0, RAD52 inh -57, ERAP1 HTS inh 3, RAD54 branch 5 and PglD DTNB -3.
For COc1cccc(CNC(=O)C(C)n2ccc3cc(S(=O)(=O)N4CCCC4)ccc32)c1 (configuration not stated) the results were E-selectin induc 0.1, miR122 inh -4, Cneo AK release 0, RAD52 inh -11, ERAP1 HTS inh -1, RAD54 branch -3, PglD DTNB 4 and PGC1a acetyl inh 1.
`COc1ccc(-c2cc(C(=O)N/N=C/c3ccc4c(c3)OCO4)c3ccccc3n2)c(OC)c1` gave E-selectin induc -1.8, miR122 inh -3, Cneo AK release -6, RAD54 branch -4, PglD DTNB -1 and PGC1a acetyl inh -4.
For COCC(=O)NC[C@H]1[C@H](c2ccc(C3=CCCC3)cc2)[C@H](CO)N1C(=O)C1CC1 the results were E-selectin induc 0.1, miR122 inh -25[16.7 µM], Cneo AK release -6, RAD54 branch 5, PglD DTNB 0 and PGC1a acetyl inh -2.
Cc1cc(NC(=O)Cn2cnc3sc(C)c(-c4ccccc4)c3c2=O)no1 was read as miR122 inh -15, Cneo AK release -1, RAD54 branch -2, PglD DTNB -2 and PGC1a acetyl inh 2.
CCCNC(=O)[C@@H]1[C@@H](CO)[C@@H]2Cn3c(cccc3=O)[C@@H]2N1C(=O)C1CCCC1 was read as E-selectin induc 0.3, miR122 inh -3[16.7 µM], Cneo AK release -2, RAD52 inh 3, ERAP1 HTS inh 0, RAD54 branch -4 and PglD DTNB 1.
CN1CCN(c2ccc(NC(=O)c3sc4ccccc4c3Cl)cc2)CC1 was read as E-selectin induc 0.2, miR122 inh 4, Cneo AK release 12, RAD52 inh 32, ERAP1 HTS inh 1, RAD54 branch 11, PglD DTNB 0 and PGC1a acetyl inh -18.
`Cc1nc2cc(NC(=O)N3c4ccccc4CC3C)ccc2n1C` (configuration not stated) gave Cneo AK release 3, RAD52 inh -13, ERAP1 HTS inh 1, RAD54 branch -1, PglD DTNB 1 and PGC1a acetyl inh 7.
COCC(=O)N(C)C[C@@H]1Oc2cc(-c3ccc(F)cc3)ccc2S(=O)(=O)N([C@H](C)CO)C[C@@H]1C was read as E-selectin induc -0.3, miR122 inh -2[16.7 µM], Cneo AK release -1, RAD52 inh -9, ERAP1 HTS inh 0, RAD54 branch 0, PglD DTNB 11 and PGC1a acetyl inh -14.
`CN(CC(=O)Nc1cccc(S(=O)(=O)N2CCOCC2)c1)CC(=O)Nc1ccc(Cl)c(C(F)(F)F)c1` gave E-selectin induc -2.1, miR122 inh 4, Cneo AK release 0, RAD52 inh 0, ERAP1 HTS inh 2, RAD54 branch 4, PglD DTNB 4 and PGC1a acetyl inh -5.
`COc1ccc(C2=NN(CCC(=O)NC3CCC(C)CC3)C(=O)CC2)cc1` (configuration not stated) gave miR122 inh 6, Cneo AK release -5, RAD52 inh 2, ERAP1 HTS inh -2, RAD54 branch -2, PglD DTNB 5 and PGC1a acetyl inh 10.
COc1ccc(-n2c(=O)c3ccccc3n(CC(=O)OCc3ccccc3)c2=O)cc1OC was read as E-selectin induc 0.2, miR122 inh 2, Cneo AK release 0, RAD52 inh -6, RAD54 branch -13, PglD DTNB 10 and PGC1a acetyl inh -7.
CC1CCN(S(=O)(=O)c2ccc(NC(=O)C3CCN(C(=O)c4ccco4)CC3)cc2)CC1 was read as miR122 inh -8, Cneo AK release -2, RAD52 inh 5, ERAP1 HTS inh -2, RAD54 branch -1, PglD DTNB -9 and PGC1a acetyl inh -9.
Screening COc1ccc(C(OC(=O)c2ccco2)C(=O)NCc2ccc(C)cc2)cc1 (configuration not stated) returned miR122 inh -2, Cneo AK release 0, RAD54 branch 3 and PglD DTNB 1.
Screening [N-]=[N+]=NCc1ccccc1C[C@]1(C(N)=O)N=C(c2ccc(OCCCO)cc2)O[C@H]1c1ccccc1 returned Cneo AK release 2, RAD52 inh 16, ERAP1 HTS inh 1, RAD54 branch 1 and PglD DTNB 0.
Screening O=C(Nn1cnnc1)c1cc(-c2cccc(Br)c2)nc2ccccc12 returned miR122 inh 8, Cneo AK release -36, RAD52 inh -14, ERAP1 HTS inh 0, RAD54 branch 7, PglD DTNB -2 and PGC1a acetyl inh -1.
For COc1cccc2[nH]c3c(Cl)ncnc3c12 the results were E-selectin induc -0.2, miR122 inh -8, RAD52 inh -7 and ERAP1 HTS inh 3.
